FBPA Giardia inh – Giardia lamblia aldolase inhibition; actives 0.71% (n = 290,000); purified Giardia FBPA; AID 2451; Potency, µM (titrated, usually from 59.6 µM), for the others: top-dose activity, negative = inhibition, actives largely listed as inhibitors; active means well fitted inhibition curve with a large enough effect; inconclusive means small, poorly fitted or top-dose-only effect, or effect the other way; further: nearly all actives have a fitted effect of over 55% in size
Target sequence (A8B2U2 whole entry, looked up): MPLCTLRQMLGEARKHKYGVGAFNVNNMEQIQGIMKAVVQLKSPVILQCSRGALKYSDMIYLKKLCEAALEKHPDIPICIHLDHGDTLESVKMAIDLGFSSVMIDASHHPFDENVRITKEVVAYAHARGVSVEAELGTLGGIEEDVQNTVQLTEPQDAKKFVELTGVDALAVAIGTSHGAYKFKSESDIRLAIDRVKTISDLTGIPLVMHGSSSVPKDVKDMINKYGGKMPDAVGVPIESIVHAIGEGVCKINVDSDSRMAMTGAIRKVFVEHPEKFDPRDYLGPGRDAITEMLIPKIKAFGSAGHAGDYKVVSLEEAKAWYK
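40 nM FBPA preincubated 10 min at RT with compound (up to 57.5 uM final), then substrate plus GAPDH/TPI/NAD/arsenate coupling and diaphorase/resazurin added. Fluorescence read after 20 min at RT, 525/598 nm.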
An asterisk follows results filed as active; ? = inconclusive; & = joins results of further samples; [ ] = remark or other dose. On the % scale 0 is the no-effect control and ±100 the full control effect; potency means the concentration at half of the fitted maximal effect. This is a subset. The share of hits here may be higher or lower than overall.

No.	canonical_smiles	FBPA Giardia inh
1	CCCCc1nc2c(c3c1C[C@H](C)OC3)CN(S(=O)(=O)c1ccc(C)cc1)CC2	-1.7%[12.9 µM]
2	CCCn1c(C)nc2c(N3CCC(N(C)C)C3)nc(C)nc21 (stereo not drawn)	0.0%
3	OC[C@@H]1O[C@H](OC2[C@@H](O)[C@@H](O)[C@@H](O)O[C@@H]2CO)[C@H](O)[C@@H](O)[C@@H]1OC1O[C@H](CO)[C@@H](O)[C@H](O)[C@@H]1O (stereo partly drawn)	-19.5%
4	COC(=O)N1CCC2(CCCN(Cc3ccccc3)C2)CC1	5.0%
5	O=C1[C@H]2CCn3c(=O)n(-c4ccccc4)c(=O)n3[C@H]2[C@H](O)[C@H]2O[C@@H]12	-0.1%[12.9 µM]
6	Cc1ccc(S(=O)(=O)OCC2CN3C(CCC(C)C3c3ccc(Br)cc3)C(=O)O2)cc1 (stereo not drawn)	-3.4%&3.5%&2.4%[12.9 µM]
7	O=c1cccc2n1CC1CC2CN2CCCC[C@H]12 (stereo partly drawn)	-22.7%
8	O=c1c(CCc2ccccc2)nc2cnc(N3CCOCC3)nc2n1CCc1ccccc1	9.4%
9	CC(C)C[C@H](NC(=O)[C@H](C)NC(=O)CNC(=O)[C@H](CCCCN)NC(=O)[C@H](CCCN=C(N)N)NC(=O)[C@H](C)NC(=O)[C@H](Cc1ccccc1)NC(=O)[C@@H](N)CCCN=C(N)N)C(=O)N[C@@H](CCCN=C(N)N)C(=O)N[C@@H](CCC(N)=O)C(=O)N[C@@H](CCCCN)C(=O)N[C@@H](CC(N)=O)C(=O)N[C@H](C(N)=O)C(C)C	4.8%
10	CCCCC(C#N)(Cn1cncn1)c1ccc(Cl)cc1 (stereo not drawn)	0.9%
11	CC(=O)c1c(O)c(C)c(O)c2c1OC1=CC(=O)C(C(C)=O)C(=O)C12C (stereo not drawn)	10.6%
12	COc1ccc(C2C3C=CCC(c4cccc(/C=C/c5ccccc5)c4)C3C(=O)N2Cc2ccccc2)cc1Cl (stereo not drawn)	7.9%
13	CCCCCC(=O)O[C@H](CC(=O)O)C[N+](C)(C)C	3.5%
14	COCCNc1ncnc2ccc(-c3ccoc3)cc12	-21.7%
15	CSc1ncnc2c1ncn2C1OC(CO)C(O)C1O (stereo not drawn)	4.6%
16	CC1(C)OC2CC3C4CCC5=CC(=O)C=C[C@@]5(C)[C@]4(F)C(O)C[C@@]3(C)[C@]2(C(=O)CO)O1 (stereo partly drawn)	4.4%
17	CCCCCC(=O)/C=C/C=C\CCCCCCCC(=O)O	4.7%
18	CC(=O)NCCc1ccc(O)c(O)c1	?
19	O=C(O)/C=C\CO	5.2%
20	Cc1cnc(CNc2ncnc3ccc(-c4ccccc4C)cc23)cn1	5.3%
21	O=C(/C=C\c1ccc(O)c(O)c1)O[C@@H]1C[C@](O)(C(=O)O)C[C@@H](O)[C@@H]1O	-11.5%[21.7 µM]
22	C[C@H]1C(=O)N(S(=O)(=O)c2ccc([N+](=O)[O-])cc2)[C@H]1c1ccc(F)cc1	5.5%
23	COc1ccc2[nH]cc(C3=CCNCC3)c2c1	0.3%
24	C[C@H]1Cc2c(-c3ccccc3)nc3c(c2CO1)CN(C(=O)c1cccnc1)CC3	2.8%[12.9 µM]
25	N#CCCCS(=O)(=O)c1nc2ccccc2s1	2.8%

Continued:
No.	canonical_smiles	FBPA Giardia inh
26	C=CCOC(=O)C(=C)C	3.4%
27	C=C1C(O)C2OC3(CCC(/C=C/C(C)C4CC(C)=CC5(OC(CC(C)(O)C(=O)O)CCC5O)O4)O3)CCC2OC1C(O)CC(C)C1OC2(CCCCO2)CCC1C (stereo not drawn)	1.4%[2.35 µM]
28	CCCCCCCCCCCCC/C=C/[C@@H](O)[C@H](COP(=O)([O-])OCC[N+](C)(C)C)NC(=O)CCCCCCCCCCCCCCCCC	5.4%
29	CC1=CC(=O)C2=C(C)C[C@@H](O)[C@@H]3[C@@H](OC(=O)[C@H]3C)[C@H]12	5.0%[21.7 µM]
30	COC(=O)[C@H](Cc1ccccc1)NC(=O)[C@@H](C)CO	-0.7%[12.9 µM]
31	Cc1ccc(C[N+](C)(C)C)o1	-6.4%&0.0%
32	ClC1=C(Cl)C(Cl)(C2(Cl)C(Cl)=C(Cl)C(Cl)=C2Cl)C(Cl)=C1Cl	?
33	C[C@H](O/N=C1/[C@H]2O[C@@H]2[C@@H](O)[C@H]2[C@H]1CCn1c(=O)n(-c3ccccc3)c(=O)n12)c1cn([C@H]2COC[C@H]2O)nn1	-1.2%[12.9 µM]
34	COc1ccccc1-c1nccc(NCc2cccc(C)c2)n1	-6.0%
35	CC(=O)Nc1ccn(C2OC(C(COC(C)=O)NC(=O)C3CCCN3C(=O)OC(C)(C)C)C(OC(C)=O)C2OC(C)=O)c(=O)n1 (stereo not drawn)	4.9%
36	C[C@H](O/N=C1/[C@H]2O[C@@H]2[C@@H](O)[C@H]2[C@H]1CCn1c(=O)n(-c3ccccc3)c(=O)n12)c1cn([C@H](CO)Cc2ccccc2)nn1	-3.3%&2.5%[12.9 µM]
37	CN1CC[C@@H]2CN3CCc4cccc(c43)[C@H]2C1	-16.5%
38	COc1ccc(/C=C/NC(=O)Cc2ccc(OC)c(OC)c2)cc1	-1.6%&-0.2%[12.9 µM]
39	CC(=O)O[C@@H]1C[C@@]2(C)C(c3ccoc3)C[C@H]3O[C@]32[C@]2(C)C(=O)C(O)=C3C(C)(C)C(=O)C=C[C@]3(C)C12 (stereo partly drawn)	-6.4%
40	COCCn1c(=O)c(C)nc2cnc(Nc3cccc(OC)c3)nc21	-11.9%
41	CC(=O)C1CC[C@H]2C3CC[C@@H]4CC(O)CC[C@@]4(C)C3CC[C@]12C (stereo partly drawn)	7.9%
42	COc1cccc(-c2cncnc2Nc2ccccc2)c1	-8.0%
43	O=C(Nc1ccccc1)N1CCC2(CC1)CCN(C(=O)c1cccc(F)c1)CC2	0.6%
44	CNCC[C@H](Oc1ccccc1OC)c1ccccc1	?
45	N#CCCn1c(=O)c(CCc2ccccc2)nc2cnc(Oc3ccccc3)nc21	0.8%
46	O=C1C=C[C@@H](O)[C@H]2[C@@H]3C(=O)N(C[C@@H]4CCCO4)C(=O)[C@@H]3CC[C@H]12	-1.4%[12.9 µM]
47	COc1ccc(SCC(Cc2ccccc2)N2CCN(CCc3ccccc3)CCC2=O)cc1 (stereo not drawn)	-4.2%
48	CNC(=O)Oc1ccc2c(c1)[C@@]1(C)CCN(C)[C@@H]1N2C	?
49	CCOC(=O)N1CCN(/[N+]([O-])=N/Oc2ccc([N+](=O)[O-])cc2[N+](=O)[O-])CC1C (stereo not drawn)	4.3%
50	O=C(O)CN(CCOCCOCCN(CC(=O)O)CC(=O)O)CC(=O)O	?

Reformatted with each value named: three of the compounds above
48. CNC(=O)Oc1ccc2c(c1)[C@@]1(C)CCN(C)[C@@H]1N2C
  FBPA Giardia inh = ?
44. CNCC[C@H](Oc1ccccc1OC)c1ccccc1
  FBPA Giardia inh = ?
45. N#CCCn1c(=O)c(CCc2ccccc2)nc2cnc(Oc3ccccc3)nc21
  FBPA Giardia inh = 0.8%

Later entries.
No.	canonical_smiles	FBPA Giardia inh
51	N#Cc1cccc(-c2cc(NCc3ccccc3)ncn2)c1	-1.6%
52	C[N+]1(C)CCc2cc3c(cc2[C@@H]1[C@@H]1C(=O)Oc2c1ccc1c2OCO1)OCO3	2.3%&11.4%
53	CC[C@@H]1OC(=O)[C@H](C)[C@H](O[C@@H]2C[C@](C)(OC)[C@H](O)[C@H](C)O2)[C@H](C)[C@H](O[C@@H]2O[C@@H](C)C[C@@H](N(C)C)[C@@H]2O)[C@](C)(O)C[C@H](C)[C@@H]2N[C@H](COCCOC)O[C@H]([C@@H]2C)[C@]1(C)O	0.5%[21.7 µM]
54	COCCn1c(=O)cnc2cnc(N3CCNCC3)nc21	-1.0%
55	CC(C)=CCCC1(C)C=Cc2c(O)c3c(c(CC=C(C)C)c2O1)OC12C(=CC4CC1C(C)(C)OC2(C/C=C(/C)C(=O)O)C4=O)C3=O (stereo not drawn)	-3.5%
56	N[C@H](C(=O)O)C1[C@H](C(=O)O)[C@H]1C(=O)O (stereo partly drawn)	-16.0%
57	N#Cc1ccc(CN2CC3(CCN(C(=O)c4ccco4)CC3)C2)cc1	0.7%
58	CCCCCCCC/C=C\CCCCCCCC(=O)NC(C)C(=O)O (stereo not drawn)	2.3%
59	CCCCC/C=C\C/C=C\C[C@H](O)/C=C/C=C\CCCC(=O)O	6.5%
60	CCN(CC)CCOC(=O)[C@@H](c1ccccc1)C1CCCCC1	-3.4%[21.7 µM]
61	COc1cc(NS(=O)(=O)c2ccc([N+](=O)[O-])cc2)c2ncccc2c1	17.7µM*
62	COc1ccccc1CN1CC[C@@]2(CCCN(C(=O)c3c(C)noc3C)C2)C1	?
63	Cc1ccc(C2CC(=O)Oc3cc4c(cc32)OCO4)cc1 (stereo not drawn)	50µM*
64	CC1(C)O[C@H]2O[C@@H]([C@H](O)CON3C(=O)c4ccccc4C3=O)[C@H](O)[C@H]2O1	-1.0%[12.9 µM]
65	COc1ccc(S(=O)(=O)Nc2cc(OC)cc3cccnc23)cc1	-9.4%
66	COc1ccc(-c2nc3cnc(OC)nc3n(Cc3cccs3)c2=O)cc1	-8.4%
67	COCCNc1ncnc2ccc(-c3ccccc3C)cc12	-6.4%
68	CC(C)NC(=O)N1CCC2(CC1)CCN(C(=O)c1ccncc1)CC2	1.9%
69	Cn1cccc1C(=O)N1CCC2(CCN(Cc3ccncc3)CC2)CC1	2.1%
70	CCNc1nc(Cl)nc(NCC)n1	5.2%
71	COC(=O)c1ccc(C(/C=C/[C@@H](C)C(=O)NCc2ccc(OC)c(O)c2)NC(=O)OCc2ccccc2)cc1 (stereo partly drawn)	-4.8%
72	CC(C)NC(=O)N1CCC2(CC1)CCN(S(=O)(=O)c1ccccc1)CC2	7.0%
73	CC(C)(C)c1ccc(OC2C=CC(C#Cc3ccccc3)OC2CO)cc1 (stereo not drawn)	1.1%[12.9 µM]
74	CC(=O)OCC1C2CC[C@H]3C(OCc4ccc(F)cc4C(F)(F)F)OC[C@]4(C)[C@H]3C2=C(CN4C(=O)OC(C)(C)C)[C@H](C)C1COC(C)=O (stereo partly drawn)	-4.0%
75	CN(C)C(=O)NC1CCCCCCC1	-0.3%

Continued:
No.	canonical_smiles	FBPA Giardia inh
76	CCOC(=O)C1OC1C(=O)N[C@@H](CC(C)C)C(=O)NCCC(C)C (stereo partly drawn)	0.2%
77	CC(=O)OCC(=O)C1CCC2C3CC=C4CC(O)CC[C@@]4(C)C3CC[C@]12C (stereo partly drawn)	1.0%
78	Cc1ccccc1-c1ccc2ncnc(NC3CC3)c2c1	-12.8%
79	CN1C(=O)C(Cc2c[nH]c3ccccc23)NC1=S (stereo not drawn)	-11.8%&-12.1%
80	Clc1ccc(CO[C@@H](Cn2ccnc2)c2ccc(Cl)cc2Cl)cc1	2.1%[21.7 µM]
81	COc1ccc2[nH]cc(CCNc3ncncc3-c3ccc(N(C)C)cc3)c2c1	-22.3%
82	Cc1c(C(=O)N(C)C2CCCCC2)sc2nc3ccc(N)cc3n12	-15.0%
83	C=C/C1=C/Cc2ccccc2[C@H](C[N+](=O)[O-])C(C(=O)OC)(C(=O)OC)C1	-1.4%
84	COCCn1c(=O)c(-c2ccc(F)cc2)nc2cnc(Oc3ccccc3)nc21	-0.7%
85	O=C(O)CNC(=O)[C@@H](CS)Cc1ccccc1	10.3%[21.7 µM]
86	CCN(CC)C[C@@H](O)CN1CCCCc2nc(C)c(C)cc21	-15.7%[12.9 µM]
87	COc1ccccc1C1=Nn2c(nnc2-c2ccccc2C)SC1	-22.5%&1.2%
88	Cc1cnc(CNc2ncncc2-c2ccccc2C(F)(F)F)cn1	0.3%
89	CS(=O)(=O)N1CCC[C@@]2(CCN(C(=O)Nc3cccc(F)c3)C2)C1	-5.8%
90	O=C(c1cnccn1)N1CCC2(CC1)CN(Cc1nccs1)C2	0.9%
91	CC(C)=CC1C(CO)C1(C)C (stereo not drawn)	-0.1%
92	CCN(CC)CCCCn1c(-c2ccccc2)nc2c(N3CCOCC3)nc(C)nc21	7.4%
93	COC(=O)CC1c2ccccc2C(Cc2ccc(OC)cc2)=C(C)N1C(=O)OC (stereo not drawn)	5.3%[12.9 µM]
94	COC(=O)c1ccc(C(NC(=O)OCc2ccccc2)/C(I)=C/[C@@H](C)C(=O)NCc2ccc(C)o2)cc1 (stereo partly drawn)	-6.3%
95	CCOP(=S)(OCC)Oc1ccc(Cl)cc1Cl	-11.8%
96	O=c1c(-c2cc(F)cc(F)c2)nc2cncnc2n1C1CC1	9.1%
97	CCc1ccc(OCc2ccccc2C(=O)Nc2ccc3nc(C)cc(N)c3c2)cc1	0.9%
98	COC(=O)C(C(=O)OC)[C@@H]1O[C@@]23COC=C[C@]2(C)[C@H]3c2ccccc21	-0.4%
99	COc1cccc(Cn2c(=O)c(C)nc3cnc(Nc4cccc(OC)c4)nc32)c1	0.2%
100	Cc1cc2c(c(=O)o1)[C@H](O)[C@H]1O[C@@H]1C2=O	-4.1%[12.9 µM]

(listing goes on)
No.	canonical_smiles	FBPA Giardia inh
101	CC(=O)[O][Sn]([c]1ccccc1)([c]1ccccc1)[c]1ccccc1	?
102	COc1ccc(CNc2cc(-c3ccccc3C)ncn2)c(OC)c1	3.4%
103	O=C1C[C@H](c2ccccc2)Oc2cc(O)cc(O)c21	1.9%
104	COC(=O)C1=C(C(=O)OC)[C@@H]2Nc3ccccc3[C@@]23C[C@@H](C(=O)OC)N(S(=O)(=O)c2c(C)noc2C)C3=N1	1.9%[12.9 µM]

Some of the entries so far, as labelled records:
101	CC(=O)[O][Sn]([c]1ccccc1)([c]1ccccc1)[c]1ccccc1
  FBPA Giardia inh = ?

102	COc1ccc(CNc2cc(-c3ccccc3C)ncn2)c(OC)c1
  FBPA Giardia inh = 3.4%
